Assay outcomes (PubChem)
S1P3 antag: blocks the human S1P3 receptor | inhibition, % at 4.98 µM | Q99500 | CHO S1P3 NFAT-BLA reporter, FRET fluorescence, antagonist mode | AID 485 | 170,000 tested, 0.27% active;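 active = inhibition above the plate cutoff, the mean inhibition of test wells on that plate plus 3 SD, cut at about 28% in these data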;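 also: cells challenged with S1P at its EC80 of 0.8 µM; blue over green emission ratio from cleaved BLA substrate after 4 h stimulation; 0% = S1P-stimulated wells and 100% = unstimulated DMSO-only wells; some compounds past the cut are filed as inactive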
PPARg SRC3 recr: PPARgamma-driven SRC-3 recruitment agonism; P37231; biochemical PPARgamma/SRC-3 coactivator recruitment assay; activation, % at 8 µM; 200,000 tested, 0.26% active; AID 731; in the data active = activation above about 23%;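 also: 0% = DMSO and 100% = reference agonist; some compounds past the cut are filed as inactive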
DTT redox prof: compounds producing H2O2 with reducing agent – biochemical, NIH compound library profiling, artefact control for MLSCN library redox annotation, primary screen; DTT-dependent redox cycling H2O2, phenol red/HRP absorbance; 100% = 100 µM peroxide control, 0% = buffer; activation, % at 10 µM; 200,000 tested, 0.03% active;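 active = activation of at least 50% relative to the plate's high and low controls in the primary single-dose screen; inactive = activation below 50%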;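 also: compound incubated with DTT at 0.8 mM final as the reducing agent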
ROMK primary: modulates human ROMK potassium channel activity; Tet-inducible ROMK, thallium flux fluorescence; actives lie on both sides; B-score at 10 µM; 130,000 tested, 2% active; AID 1918;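 active = signal ratio slope over the read window, or its plate-corrected B-score, at least 3 SD from the plate mean, either direction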;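 also: B-score of the F/F0 ratio slope over 7 to 12 s after thallium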
PPARg SRC-2 ag: promotes SRC-2 coactivator recruitment by human PPARgamma | activation, % at 8 µM | P37231 | AID 1032 | PPARgamma LBD-SRC-2 recruitment, biochemical | 200,000 tested, 0.34% active; in the data active = activation above about 22%;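 also: 0% = vehicle and 100% = reference agonist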
TLR4-MyD88 BLA: inhibitors of human TLR4-MyD88 binding. O00206+Q99836. HeLa CL3-4 TLR4/MyD88 BLA complementation, FRET ratio. inhibition, % at 8.4 µM. 200,000 tested, 0.18% active; in the data active = inhibition above about 25%;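 also: 0% = vehicle and 100% = reference inhibitor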
Target sequence (O00206 whole entry, looked up): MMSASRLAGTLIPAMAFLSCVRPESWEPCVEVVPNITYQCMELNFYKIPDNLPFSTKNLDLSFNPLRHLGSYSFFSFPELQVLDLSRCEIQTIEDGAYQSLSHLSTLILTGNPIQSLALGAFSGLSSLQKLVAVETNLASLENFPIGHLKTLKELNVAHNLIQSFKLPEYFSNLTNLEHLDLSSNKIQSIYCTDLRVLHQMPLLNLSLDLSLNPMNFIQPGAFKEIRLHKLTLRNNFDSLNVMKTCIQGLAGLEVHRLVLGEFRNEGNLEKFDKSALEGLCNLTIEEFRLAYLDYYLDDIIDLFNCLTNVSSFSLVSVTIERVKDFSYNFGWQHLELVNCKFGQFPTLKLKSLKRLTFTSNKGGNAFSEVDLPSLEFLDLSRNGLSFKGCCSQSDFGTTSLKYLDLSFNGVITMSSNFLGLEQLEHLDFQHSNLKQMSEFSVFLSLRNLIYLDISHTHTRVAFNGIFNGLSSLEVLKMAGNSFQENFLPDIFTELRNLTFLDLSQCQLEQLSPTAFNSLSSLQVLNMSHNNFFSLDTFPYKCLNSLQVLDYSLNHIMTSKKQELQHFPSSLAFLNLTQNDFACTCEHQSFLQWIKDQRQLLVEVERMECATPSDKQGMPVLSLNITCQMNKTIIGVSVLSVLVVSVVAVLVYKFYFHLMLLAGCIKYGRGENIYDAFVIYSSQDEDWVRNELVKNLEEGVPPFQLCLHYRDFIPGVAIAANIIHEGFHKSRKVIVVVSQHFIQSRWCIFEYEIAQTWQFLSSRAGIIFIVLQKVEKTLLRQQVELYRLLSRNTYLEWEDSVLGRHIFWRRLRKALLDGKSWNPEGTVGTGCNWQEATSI
Target sequence (Q99836 whole entry, looked up): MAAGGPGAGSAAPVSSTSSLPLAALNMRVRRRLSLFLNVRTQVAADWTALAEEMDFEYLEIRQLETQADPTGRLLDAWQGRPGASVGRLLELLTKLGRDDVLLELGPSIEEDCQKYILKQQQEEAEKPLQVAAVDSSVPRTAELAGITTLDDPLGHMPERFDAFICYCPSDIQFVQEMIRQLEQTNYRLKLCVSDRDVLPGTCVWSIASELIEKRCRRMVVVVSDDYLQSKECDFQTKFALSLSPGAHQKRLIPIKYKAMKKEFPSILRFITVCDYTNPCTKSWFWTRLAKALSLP
TR-FRET SRC-2 ct: flags TR-FRET format artefacts in PPARgamma SRC-2 recruitment agonist screen | TR-FRET artefact counter-screen; hits give high values | TR-FRET ratio at 8 µM | 200,000 tested, 0.4% active; in the data active = TR-FRET ratio above about 2000; also: inactives centre near 1500; reference of the scale not given here
Lmaj promast: inhibitors of Leishmania major promastigote growth; inhibition, % at 10 µM; Leishmania major promastigotes, resazurin fluorescence viability; 200,000 tested, 9% active; in the data active = inhibition above about 50%;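 also: promastigotes grown with compound for 44 hours at 28 °C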
bIAP inh: blocks bovine intestinal alkaline phosphatase activity | 190,000 tested, under 10 active | AID 1019 | purified bovine IAP, CDP-star luminescence, 30 min | inhibition, % at 20 µM;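 active = over 50% inhibition of intestinal alkaline phosphatase at 20 µM in the single-dose screen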
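Assay system – bovine IAP enzyme · Quantity – bovine IAP at 1/65,000,000 final dilution · Detection – CDP-star luminescence signal · Times – 30 min reaction at room temperature · Also added – CDP-star substrate at 30 µM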
PPARg SRC-1 ag: agonists of human PPARgamma SRC-1 coactivator recruitment. P37231. PPARgamma-SRC-1 coactivator recruitment biochemical assay. AID 631. activation, % at 8 µM. 200,000 tested, 0.41% active; in the data active = activation above about 19%;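 also: 0% = DMSO and 100% = reference agonist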
bIAP activator: intestinal alkaline phosphatase (bovine) activation | activation factor at 20 µM | purified bovine IAP, CDP-star luminescence, 30 min; hits give high values; fold of DMSO-control signal, blank-subtracted | AID 1016 | 200,000 tested, 0.17% active;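 active = activation factor of 2 or more at 20 µM, a signal rise over negative controls twice the positive control's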
* marks the source's active call; other numbers are inactive results; x = no result given.

Below each compound – S1P3 antag, PPARg SRC3 recr, DTT redox prof, ROMK primary, PPARg SRC-2 ag, TLR4-MyD88 BLA, TR-FRET SRC-2 ct, Lmaj promast, bIAP inh, PPARg SRC-1 ag, bIAP activator
1) O=C(CNC(=O)Cc1ccccc1)NCC(=O)OCC(=O)c1ccc(Cl)cc1
  -5, -1, 0.5, x, -4, -4, 1372, 1, 8, -2, 0.9
2) CCOC(=O)C(C)Sc1ncnc2c1nnn2-c1ccc(F)cc1 (stereo not drawn)
  -14, 16, 0.2, -0.5, 5, 3, 1516, 15, 7, 0, 0.9
3) CC(=O)Nc1ccc2sccc2c1
  -7, -2, 0.1, 0.7, -1, 11, 1364, 11, -10, -7, 1.1
4) Cc1cc(C(=O)COC(=O)Cn2cnc3c2c(=O)n(C)c(=O)n3C)c(C)n1C
  -5, -5, -0.2, x, -2, -20, 1520, 8, 9, -4, 0.9
5) CCC(Sc1nnnn1-c1ccccc1)C(=O)Nc1nc2ccccc2s1 (stereo not drawn)
  x, 6, 0.9, x, 0, -13, 1587, 18, 8, 8, 0.9
6) COC(=O)c1c(N2C(=O)[C@H]3[C@@H](C2=O)[C@]2(C(=O)Nc4c(C)cccc42)N2CCC[C@@H]32)sc(C)c1C
  6, 3, 0.3, x, -3, -2, 1572, 0, 5, 2, 0.9
7) S=C(NCCc1ccccc1)N1CCN(Cc2ccccc2)CC1
  8, -3, 0.4, x, -1, -8, 1546, 58*, 3, -2, 1
8) O=C(Cc1ccc(Cl)cc1)Nc1ccccc1CO
  x, 9, 1.1, x, -2, -8, 1468, -1, 16, 4, 0.8
9) O=C(O)CP(=O)(O)O
  -16, 1, -0.4, x, 3, -11, 1439, -4, -6, 6, 1.1
10) CCOC(=O)c1ccc(N2Cc3ccccc3C2)cc1O
  -22, -2, 1.3, x, -11, 0, 1334, -6, 12, 0, 0.9
11) O=C(CCCn1c(=S)[nH]c2ccccc2c1=O)N1CCCCC1
  -5, 1, 1.6, x, -1, 16, 1553, 9, 3, 4, 1
12) O=C(CSc1nc(O)cc(=O)[nH]1)N1c2ccccc2Sc2ccccc21
  8, -1, -0.7, -0.11, 1, 4, 1400, 3, 8, 4, 0.9
13) O=C(CN1CCC(n2nnc3cc(F)ccc32)CC1)NCCc1ccccc1
  x, 15, 0.9, 0.023, 9, 6, 1347, -2, 9, -7, 0.9
14) COc1ccc(-c2csc(N3CCC(c4ccccc4)C3)n2)cc1 (stereo not drawn)
  x, -7, 2.2, x, 7, -2, 1378, -7, 6, 4, 0.9
15) Cc1cc(NC(=O)c2ccc3nc(-c4ccccc4)c(-c4ccccc4)nc3c2)no1
  0, -2, -2.7, x, -1, -2, 1522, -2, 15, 2, 0.9

The last 2 records of the part above are carried over, then new ones follow:
Below each compound – S1P3 antag, PPARg SRC3 recr, DTT redox prof, ROMK primary, PPARg SRC-2 ag, TLR4-MyD88 BLA, TR-FRET SRC-2 ct, Lmaj promast, bIAP inh, PPARg SRC-1 ag, bIAP activator
14) COc1ccc(-c2csc(N3CCC(c4ccccc4)C3)n2)cc1 (stereo not drawn)
  x, -7, 2.2, x, 7, -2, 1378, -7, 6, 4, 0.9
15) Cc1cc(NC(=O)c2ccc3nc(-c4ccccc4)c(-c4ccccc4)nc3c2)no1
  0, -2, -2.7, x, -1, -2, 1522, -2, 15, 2, 0.9
16) CCN(CC)S(=O)(=O)c1cccc(NC(=O)c2ccc(C#N)cc2)c1
  -6, 3, -0.5, -0.16, 6, -2, 1626, 4, 12, 6, 0.9
17) Cc1cc(-c2nnc(CCC(=O)N3CCN(Cc4cccnc4)CC3)o2)c(C)o1
  8, 2, -1.3, 0.39, 2, 12, 1782, 2, -15, 8, 1.1
18) COc1ccc(-c2noc(-c3ccccc3F)n2)cc1
  -6, -3, -0.6, x, 11, 6, 1730, -7, 12, 2, 0.9
19) O=C(CSc1nc2c(c(=O)[nH]1)CN(Cc1ccc(F)cc1)CC2)Nc1ccc(F)cc1
  6, -1, -0.2, 0.43, -1, -17, 1589, 2, -1, 0, 1
20) Cc1nc(N2CCOCC2)nc(N2CCCC2)c1[N+](=O)[O-]
  -3, 9, -0.5, -0.15, 3, 10, 1441, -8, 6, 2, 0.9
21) CCC(Sc1nnnn1-c1ccccc1)C(=O)NC(C)c1ccccc1 (stereo not drawn)
  -8, -5, -2.1, x, -4, -6, 1477, 4, 9, 0, 0.9
22) CCN(CC)S(=O)(=O)c1ccc2[nH]cc(C(=O)NCCN3CCCCCC3)c(=O)c2c1
  0, 2, 0.0, -0.65, -1, -8, 1684, -3, 3, -1, 1
23) O=C(CN(Cc1ccco1)C(=O)c1cc(=O)[nH]c2ccccc12)Nc1ccccc1Br
  0, -10, 0.0, x, -7, -3, 1441, 1, 1, -5, 1
24) CCOC(=O)C1(Cc2ccccc2Cl)CCN(S(=O)(=O)N(C)C)CC1
  -21, 2, -0.4, -1.3, -3, 7, 1413, 15, -1, 9, 1
25) CCOc1ccc(N2C(=O)CC(N(CCc3ccc(OC)c(OC)c3)C(=S)Nc3ccccc3)C2=O)cc1 (stereo not drawn)
  13, -1, -0.2, -0.83, 0, -16, 1403, 2, -7, 1, 1.1
26) Cn1ncc(Br)c1C(=O)OCC(=O)Nc1nc(-c2ccccc2)cs1
  x, -2, 3.8, x, 3, 2, 1608, 47, 9, 4, 0.9
27) Cc1noc(C)c1C(=O)N1CCN(Cc2ccccc2)CC1
  x, -3, 0.3, 0.41, 11, 15, 1522, -3, 4, 2, 1
28) Cc1ccc2c(Cl)c(C(=O)Nc3cc(C)on3)sc2c1
  x, 0, 0.2, x, 14, -13, 1790, -6, 16, 9, 0.8
29) COc1ccc(-c2cc(C(=O)Nc3nc4c(C)cccc4s3)c3ccccc3n2)cc1OC
  x, -4, 1.7, x, -3, 6, 1335, 11, -7, 0, 1.1
30) C/C(Cn1nnc2ccccc21)=N\OC(=O)c1cc(F)c(F)cc1Cl
  -7, 0, -0.5, -0.67, -7, -8, 1303, 3, -4, -9, 1

Profiles from above. Screens in order: S1P3 antag	PPARg SRC3 recr	DTT redox prof	ROMK primary	PPARg SRC-2 ag	TLR4-MyD88 BLA	TR-FRET SRC-2 ct	Lmaj promast	bIAP inh	PPARg SRC-1 ag	bIAP activator
Results for `Cc1ccc2c(Cl)c(C(=O)Nc3cc(C)on3)sc2c1` = x	0	0.2	x	14	-13	1790	-6	16	9	0.8
Results for `CCOc1ccc(N2C(=O)CC(N(CCc3ccc(OC)c(OC)c3)C(=S)Nc3ccccc3)C2=O)cc1` (stereo not drawn) = 13	-1	-0.2	-0.83	0	-16	1403	2	-7	1	1.1
Results for `Cc1nc(N2CCOCC2)nc(N2CCCC2)c1[N+](=O)[O-]` = -3	9	-0.5	-0.15	3	10	1441	-8	6	2	0.9
Results for `C/C(Cn1nnc2ccccc21)=N\OC(=O)c1cc(F)c(F)cc1Cl` = -7	0	-0.5	-0.67	-7	-8	1303	3	-4	-9	1
Results for `Cc1cc(-c2nnc(CCC(=O)N3CCN(Cc4cccnc4)CC3)o2)c(C)o1` = 8	2	-1.3	0.39	2	12	1782	2	-15	8	1.1

Next section:
Short keys – A = S1P3 antag; B = PPARg SRC3 recr; C = DTT redox prof; D = ROMK primary; E = PPARg SRC-2 ag; F = TLR4-MyD88 BLA; G = TR-FRET SRC-2 ct; H = Lmaj promast; I = bIAP inh; J = PPARg SRC-1 ag; K = bIAP activator
[31] O=C(CCn1nc(-c2ccc(Cl)cc2)c2ccccc2c1=O)NCCN1CCOCC1
  A: x; B: -8; C: 1.9; D: x; E: 9; F: -10; G: 1596; H: -4; I: -1; J: 1; K: 1
[32] Cc1cc(CN2CCCCC2)oc1C(=O)O
  A: x; B: -2; C: 0.1; D: 0.12; E: 6; F: -3; G: 1543; H: -4; I: 8; J: 1; K: 0.9
[33] Cc1noc(C)c1COC(=O)c1ccc2ccccc2n1
  A: -6; B: 2; C: 1.7; D: -1.7; E: 3; F: -1; G: 1552; H: -9; I: -3; J: 8; K: 1
[34] Cc1cccc(CC(=O)Nc2c3c(nn2-c2cccc(Cl)c2)CS(=O)C3)c1 (stereo not drawn)
  A: 6; B: -14; C: 2.5; D: x; E: -1; F: -2; G: 1474; H: 0; I: 7; J: -2; K: 0.9
[35] Cc1cccc(NC(=O)c2csnn2)n1
  A: -9; B: 2; C: -0.5; D: -0.81; E: 7; F: 0; G: 1546; H: 18; I: -17; J: 3; K: 1.2
[36] Cc1ccc2nc(NC(=O)CSc3ncnc4c3oc3ccccc34)sc2c1
  A: x; B: 14; C: -0.7; D: x; E: 10; F: -10; G: 1748; H: -5; I: -2; J: 30*; K: 1
[37] COc1c(OC(C)=O)ccc(/C=C/c2ccc3cccc(OC)c3n2)c1[N+](=O)[O-]
  A: -26; B: 1; C: 0.1; D: x; E: 2; F: -15; G: 1476; H: 6; I: 3; J: -1; K: 1
[38] Cn1c(=NC(=O)CN2C(=O)C3CC=CCC3C2=O)sc2ccccc21 (stereo not drawn)
  A: -7; B: -4; C: 0.6; D: x; E: 2; F: -3; G: 1733; H: 99*; I: -6; J: 13; K: 1.1
[39] COc1cc(C2C(C(=O)N3CCOCC3)=C(C)NC3=C2C(=O)CCC3)ccc1OC(C)=O (stereo not drawn)
  A: -17; B: -6; C: 2.9; D: x; E: -2; F: 1; G: 1371; H: 7; I: 16; J: -1; K: 0.8
[40] O=C1OCCN1CC(=O)N1CCc2c([nH]c3ccccc23)C1c1ccccn1 (stereo not drawn)
  A: -25; B: 4; C: 0.0; D: -0.028; E: -1; F: -8; G: 1596; H: -6; I: 1; J: -1; K: 1
[41] COCCn1c(-c2ccccc2)cnc1SCC(=O)Nc1cccc2ccccc12
  A: -2; B: -7; C: -0.1; D: -1.1; E: -3; F: -18; G: 1444; H: 15; I: 8; J: -2; K: 0.9
[42] Cc1cc2nc(C)n(CCCNC(=O)Nc3ccccc3)c2cc1C
  A: x; B: -2; C: 0.2; D: -0.19; E: 1; F: -15; G: 1644; H: 3; I: 35; J: 1; K: 0.7
[43] O=C(Nc1cccc(Cl)c1)OCc1cn(-c2ccccc2)nn1
  A: 5; B: -4; C: -0.3; D: 0.39; E: -6; F: -5; G: 1395; H: -1; I: -2; J: 0; K: 1
[44] N/C(=N\OC(=O)Cc1ccc(-c2ccccc2)cc1)c1cccc([N+](=O)[O-])c1
  A: x; B: -8; C: 3.0; D: x; E: -4; F: 10; G: 1504; H: -4; I: 8; J: -1; K: 0.9
[45] Cc1c(N2C(=O)C(=O)/C(=C(/O)c3ccc(Br)cc3)C2c2cccnc2)c(=O)n(-c2ccccc2)n1C (stereo not drawn)
  A: -2; B: 12; C: -0.6; D: -0.035; E: 16; F: 1; G: 1761; H: -6; I: 1; J: 18; K: 1
[46] CCOc1ccc(C(C)=O)cc1CN1C(=O)C(=O)N(CC)C1=O
  A: 19; B: -1; C: -2.7; D: 0.032; E: 10; F: -2; G: 1437; H: -2; I: -8; J: -8; K: 1.1
[47] Cc1cc(C)c(C(N)=O)c(SCC(=O)c2cc(C)c(C)cc2C)n1
  A: 5; B: 5; C: 0.4; D: x; E: 12; F: 0; G: 1627; H: -1; I: -3; J: 6; K: 1
[48] COc1ccc(CN2CCN(C(=O)c3cccs3)CC2)cc1
  A: 0; B: -3; C: -0.7; D: x; E: -6; F: 6; G: 1310; H: 10; I: 3; J: 3; K: 1
